Assay outcomes: PubChem BioAssay, several laboratories
PP5 primary: inhibitors of human protein phosphatase 5 (PP5); purified PP5c, OMFP substrate fluorescence; P53041; inhibition, % at 6.7 µM; 320,000 compounds, 0.18% hits;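 active means inhibition above the campaign's mean inhibition across all tested compounds plus 3 SD, cut at about 9.5% in these data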;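 further: 0% = DMSO only and 100% = 100 µM cantharidin control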
Target sequence (P53041 whole entry, looked up): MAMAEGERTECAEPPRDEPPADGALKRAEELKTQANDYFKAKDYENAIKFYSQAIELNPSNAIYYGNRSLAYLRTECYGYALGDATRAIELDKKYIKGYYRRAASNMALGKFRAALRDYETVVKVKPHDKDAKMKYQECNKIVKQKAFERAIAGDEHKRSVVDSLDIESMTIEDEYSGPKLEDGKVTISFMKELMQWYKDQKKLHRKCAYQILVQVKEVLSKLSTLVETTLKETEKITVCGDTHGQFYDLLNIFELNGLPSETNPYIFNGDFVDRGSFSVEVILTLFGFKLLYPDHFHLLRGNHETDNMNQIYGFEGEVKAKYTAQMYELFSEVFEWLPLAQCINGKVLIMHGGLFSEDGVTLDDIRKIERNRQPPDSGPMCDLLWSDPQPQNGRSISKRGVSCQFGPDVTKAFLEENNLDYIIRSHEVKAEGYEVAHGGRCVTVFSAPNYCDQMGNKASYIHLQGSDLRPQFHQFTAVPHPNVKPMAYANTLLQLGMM
Efflux pump inh: blocks antifungal efflux pumps in multiplex yeast assay; inhibition, % at 10 µM; 330,000 compounds, 0.44% hits; S. cerevisiae Candida pump triplex, Nile Red efflux;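 active means plate passing quality check with inhibition over a set limit, or well fluorescence over plate mean plus 4 SD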;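 further: Nile Red retained in pooled yeast measured as flow cytometry median fluorescence; 0% = buffer negative control and 100% = Enniatin B positive control; higher means more Nile Red kept so more efflux inhibition; some compounds called inactive have numbers as strong as hits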
HCV core dimer: blocks dimerization of HCV core protein; TR-FRET GST/Flag-core106 dimerization, 1536-well; inhibition, % at 5 µM; 300,000 compounds, 0.33% hits;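 active means inhibition above the mean of all tested compounds plus 3 SD, set per screening campaign, cut at about 45% in these data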
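Test system: GST/Flag-tagged HCV core106 proteins; Medium: KF-containing HEPES buffer, pH 7.45, DTT, CHAPS, BSA; Times: compound-protein-antibody incubation 4 h at 22.5 °C; Detection: TR-FRET 671 and 617 nm emission; Benchmarks: wells lacking GST-core106 and wells with excess unlabelled core106.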
TPT1 inhibitor: inhibitors of Candida albicans tRNA 2'-phosphotransferase TPT1 | recombinant caTPT1, FP RNA substrate dephosphorylation | inhibition, % at 5 µM | 300,000 compounds, 0.81% hits | AID 1962;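 active means inhibition above the mean of all tested compounds plus 3 SD, set per screening campaign, cut at about 24% in these data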;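 further: plate controls were DMSO alone for no effect and ferristatin control at 100 nM for full effect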
procasp7 counter: counter-screen for procaspase-3 activators: activators of human procaspase-7; recombinant procaspase-7, Ac-DEVD-pNA absorbance 405 nm; D23A/D198A/D206A triple mutant, cannot self-cleave; scale: DMSO 0, 5 µM enzyme 100; 330,000 compounds, 0.093% hits; AID 463210; activation, % at 8.5 µM;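 active means percent activation above the screen-wide mean plus 3 SD, cut at about 25% in these data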
Target sequence (P55210 whole entry D23A/D198A/D206A): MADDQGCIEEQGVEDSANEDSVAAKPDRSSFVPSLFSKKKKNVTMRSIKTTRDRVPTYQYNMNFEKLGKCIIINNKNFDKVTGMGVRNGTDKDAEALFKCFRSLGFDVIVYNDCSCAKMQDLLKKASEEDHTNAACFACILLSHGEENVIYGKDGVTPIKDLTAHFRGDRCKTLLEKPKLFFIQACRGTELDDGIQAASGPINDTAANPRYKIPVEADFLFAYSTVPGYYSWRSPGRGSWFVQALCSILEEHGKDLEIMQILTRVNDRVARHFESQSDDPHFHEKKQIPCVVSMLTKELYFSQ
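Material: Procaspase-7 triple mutant (PC-7 D3A) | Quantity: 2 µM procaspase-7 mutant as dispensed | Reagent: DEVD-pNA substrate | Times: 1 h preincubation, 2 h reaction | Technique: 405 nm absorbance of p-nitroaniline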
CTSL1 counter: cathepsin L1 inhibition, PFM18AAP counter-screen. recombinant F. hepatica cathepsin L1, Z-Leu-Arg-MCA fluorescence. inhibition, % at 5.96 µM. 300,000 compounds, 0.49% hits;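 active means inhibition above the mean of all tested compounds plus 3 SD, set per screening campaign, cut at about 17% in these data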;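 further: 0% = plate median of test compound wells and 100% = 1 µM Z-Phe-Ala-diazomethylketone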
procasp3 activ: procaspase-3 (human) activation. P42574. recombinant procaspase-3 D3A, Ac-DEVD-pNA absorbance 405 nm. activation, % at 8.5 µM. 330,000 compounds, 0.11% hits. AID 463141;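 active means activation above the mean of all tested compounds plus 3 SD, cut at about 21% in these data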;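 further: 0% = DMSO alone and 100% = DMSO wells spiked with extra 5 µM PC-3 D3A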
Target sequence (P42574 whole entry D9A/D28A/D175A): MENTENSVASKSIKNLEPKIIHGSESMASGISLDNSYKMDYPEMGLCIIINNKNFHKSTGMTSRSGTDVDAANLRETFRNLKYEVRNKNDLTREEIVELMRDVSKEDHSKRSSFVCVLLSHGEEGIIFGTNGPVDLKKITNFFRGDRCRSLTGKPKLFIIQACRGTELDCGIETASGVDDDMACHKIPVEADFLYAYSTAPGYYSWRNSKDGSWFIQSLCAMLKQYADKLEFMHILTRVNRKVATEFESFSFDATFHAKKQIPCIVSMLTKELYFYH
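Assay system – Procaspase-3 D3A mutant · Benchmarks – DMSO low control, extra-enzyme high control · Technique – 405 nm absorbance of p-nitroaniline, reads at 0 and 120 min · Doses – 8.5 µM nominal · Measure – % activation between DMSO and enzyme-spiked controls · Also added – Ac-DEVD-pNA chromogenic peptide substrate · Schedule – 1 h compound preincubation, 2 h substrate hydrolysis at 25 °C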
JMJD2C inh: human JMJD2C demethylase inhibition; 330,000 compounds, 0.069% hits; Q9H3R0; inhibition, % at 2.35 µM; AID 2099; GST-JMJD2C(1-420) H3K9me3 demethylation, DELFIA europium;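 active means more than half of a compound's replicate wells show inhibition beyond 50%, single wells judged on their own value; inconclusive means some, but no more than half, of replicates pass 50% inhibition; inactive means no replicate passes 50% inhibition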;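 further: signal counts dimethyl H3K9 product captured on neutravidin plate; 0% = median of DMSO wells and 100% = 0.3 times that DMSO median; strong numbers were not always called active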
PP1 counter: PP1-alpha (human) inhibition in PP5 counter-screen | P62136 | purified PP1alpha, OMFP fluorescence | inhibition, % at 6.7 µM | 320,000 compounds, 0.9% hits | AID 2235;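 active means inhibition above the mean inhibition of all tested compounds plus 3 SD, computed separately for each screening campaign, cut at about 15% in these data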
An asterisk follows results filed as active; ? = inconclusive; · = not tested or not shown.

The opening 4 records, to show the layout:
SMILES	PP5 primary	Efflux pump inh	HCV core dimer	TPT1 inhibitor	procasp7 counter	CTSL1 counter	procasp3 activ	JMJD2C inh	PP1 counter
COC(=O)c1ccccc1OCc1cccc(C)n1	2.8	0.1	-6	-2	6	1	3	9	-3
CC(C1CC2CCC1C2)n1c(COc2ccccc2F)nnc1SCC(N)=O (stereo not given)	0.7	-0.1	9	1	3	1	1	1	1
Cc1cccc(-c2nsc(SCC(=O)N3CCCC3)n2)c1	-1.0	-0.1	7	-2	-11	3	-2	-15	-2
OCCNc1nc(N2CCOCC2)nc(N2CCOCC2)n1	-0.3	-0.1	-7	-1	7	1	2	-3	-3

The listing, from the first entry:
SMILES	PP5 primary	Efflux pump inh	HCV core dimer	TPT1 inhibitor	procasp7 counter	CTSL1 counter	procasp3 activ	JMJD2C inh	PP1 counter
COC(=O)c1ccccc1OCc1cccc(C)n1	2.8	0.1	-6	-2	6	1	3	9	-3
CC(C1CC2CCC1C2)n1c(COc2ccccc2F)nnc1SCC(N)=O (stereo not given)	0.7	-0.1	9	1	3	1	1	1	1
Cc1cccc(-c2nsc(SCC(=O)N3CCCC3)n2)c1	-1.0	-0.1	7	-2	-11	3	-2	-15	-2
OCCNc1nc(N2CCOCC2)nc(N2CCOCC2)n1	-0.3	-0.1	-7	-1	7	1	2	-3	-3
CC(=O)c1cnc2n(c1=O)CCS2	0.1	-0.1	-4	-5	12	-3	3	13	-1
S=C(c1ccc2c(c1)OCO2)N1CCCC1	-0.7	0.3	-2	-4	6	-6	-7	4	-3
O=C(N/N=C/c1ccc(Br)o1)c1cncc(Br)c1	0.5	-0.3	3	0	5	0	-4	-2	3
O=C(Nc1ccc(S(=O)(=O)N2CCOCC2)cc1)c1ccc2c(c1)OCO2	-0.5	-0.2	1	0	4	-1	8	4	-4
CC(CC(=O)Nc1ccc(-c2ccno2)cc1)n1cccn1 (stereo not given)	3.5	-0.1	-11	4	5	-1	12	·	-1
COc1ccc(OCC(=O)N/N=C/c2cccc3cccnc23)cc1	0.7	-0.2	2	1	-1	3	-5	1	2
COc1cccc(NC(=S)NCc2ccncc2)c1	-1.1	-0.1	4	-2	-9	-3	2	-19	-4
Cc1ccc(C)c(N(C(=O)c2csnn2)C(C(=O)NC2CCCC2)c2cccnc2)c1 (stereo not given)	2.9	0.2	-6	0	6	-2	8	71*	2
OCc1nn2c(c1Br)NC(c1ccccc1)CC2C(F)(F)F (stereo not given)	0.1	-0.1	-6	5	-6	8	-1	-6	-2
Cc1cc(C)n(CC(O)COc2ccccc2[N+](=O)[O-])n1 (stereo not given)	-1.7	0.0	2	-5	2	-4	3	-2	-6
CCn1c(CNc2ccc(F)cc2)nnc1SCC(=O)OC1CCCCC1	0.5	-0.1	3	0	-1	3	0	-3	0
Nc1ccc2oc(-c3ccccn3)nc2c1	-1.6	0.0	0	-1	0	0	1	33	2
CN(CC(=O)Nc1ccc(Cl)c(C(F)(F)F)c1)C(=O)CCCNC(=O)c1ccc(Cl)cc1	5.2	0.0	·	·	3	·	5	-5	-1
S=C(NCCN1CCCCC1)Nc1ccc(Br)cc1	-0.7	-0.2	0	-3	-5	2	1	-1	-1
Cc1onc(-c2ccccc2)c1C(=O)OCC(=O)NCc1ccc(F)cc1	-0.6	0.4	5	-16	-3	-1	-1	2	0
O=C(CN1CCN(CC(=O)Nc2cccc(F)c2)CC1)Nc1ccc(-c2ccccc2)cc1	3.7	0.1	-5	1	1	3	3	6	-8
Cc1cc(NCCN2CCOCC2)n2nc(C)c(-c3ccccc3)c2n1	-0.1	0.0	-7	-5	6	1	-2	-12	-2
CCN(c1ccccc1)S(=O)(=O)c1ccc(N2CCN(c3ccccc3O)CC2)nc1	0.9	0.1	·	·	-3	·	2	6	8
COc1ccc(C(=O)Nc2cccc3nc(C)ccc23)cc1OC	3.0	-0.1	7	1	7	-3	-6	-4	-2
COc1cc(NC(=O)CSc2nnc3c(C)cc4c(C)ccc(C)c4n23)c(C(=O)O)cc1OC	0.1	0.1	-14	2	9	4	-9	3	-2
Cn1c(SCC(=O)Nc2ccc(Br)cc2F)nnc1-c1ccco1	0.0	0.0	-3	-2	-3	3	3	24	-3
COc1ccc(C(=O)Oc2ccc(/C=N/NC(=O)Cc3ccc([N+](=O)[O-])cc3)cc2)cc1	0.5	0.0	11	5	2	1	-3	?	-2
O=C(C1COc2ccccc2O1)N1CCc2ccccc21 (stereo not given)	-0.2	0.1	29	-2	-1	1	10	55	-1
O=c1[nH]c(=O)c2nnc(N/N=C/c3ccccc3F)nc2[nH]1	-0.1	-0.1	3	0	4	2	7	5	2
CCNS(=O)(=O)c1cc(OC)ccc1OC	1.3	0.0	-2	-1	9	-2	3	2	-2
CC(C(=O)OCC(=O)Nc1cccc(S(=O)(=O)N(C)C)c1)N1C(=O)c2ccccc2C1=O (stereo not given)	1.4	0.0	2	1	1	-7	-6	-10	13
CCOP(=O)(c1ccccc1)c1nc(-c2ccccc2Cl)oc1N1CCCCC1 (stereo not given)	6.1	0.3	-1	4	0	4	-2	-8	0
CCOC(=O)C1CCN(Cc2nc3ccc([N+](=O)[O-])cc3c(=O)n2-c2ccc(OC)cc2OC)CC1	1.0	-0.3	14	-3	-5	-1	7	-6	-7
CC(C)n1c(/C=C/c2ccccc2)nc2ccccc21	2.6	-2.5	-6	1	-6	7	9	6	-1
CC1CCC(NC(=O)c2ccc3nc[nH]c3c2)CC1 (stereo not given)	-1.1	-0.2	3	0	7	2	3	-1	-2
O=Cc1cccn1-c1sc2c(c1C(=O)O)CCCC2	1.5	-0.3	-10	-3	11	-6	-2	10	1
CSCCC(NC(=O)C1CCC(C)CC1)C(=O)OCC(=O)c1ccc(Cl)cc1 (stereo not given)	0.9	0.0	14	2	-2	12	6	1	0
O=C(NCCc1ccccc1)c1cccc2c1C(=O)N(C1CCCCC1)C2	-1.2	0.0	11	-1	4	3	3	-2	-2
COCc1ccc([C@@H]2C[C@H]3CN(Cc4cccc(Cl)c4)C(=O)[C@]34CCCN24)o1	0.6	-0.1	2	-1	-8	12	2	-10	5
Cc1ccccc1C(=O)NCCCNC(=O)c1ccco1	1.8	0.1	0	2	5	0	2	3	2
COc1ccccc1C(=O)OCC(=O)NCCNC(=O)COC(=O)c1ccccc1OC	3.1	0.7	-12	-2	11	-3	0	-32	-4
CCN(CC(=O)NCc1ccc(Cl)cc1)C(=O)CSc1ccc(F)cc1	1.7	0.0	-6	-5	0	-4	3	19	0
COc1cc(NC(=O)Cc2ccccc2)c(C(=O)O)cc1OC	-1.3	0.1	-2	0	-5	-1	6	6	0
COC(=O)CCN(C(=O)c1ccc(N2CCCC2)c([N+](=O)[O-])c1)c1ccccn1	-2.2	0.1	1	1	0	6	2	1	-1
CCNc1nc(NCC)nc(-n2nc(C)cc2C)n1	1.4	0.0	-9	-4	5	0	13	18	0
Cc1csc2c(N3CCN(C(=O)Nc4ccc(Cl)c(Cl)c4)CC3)ncnc12	0.5	0.3	8	-1	-1	5	-7	-2	2
NS(=O)(=O)c1ccc(NCc2ccccc2OCc2ccccc2F)cc1	7.3	0.2	1	4	-4	3	-2	4	0
Cn1c(-c2ccc3c(c2)OCO3)cnc1NCc1ccccc1	0.2	-0.1	-13	-2	-3	-2	1	-2	2
CCCCN=C1NN=C(c2cccc([N+](=O)[O-])c2)CS1	-0.8	0.0	-1	-3	-5	1	-6	1	-3
CC(=O)n1cc(-c2ccncc2)c2ccccc21	1.6	-0.4	10	0	2	-2	-6	-19	-1
CCCn1c(=N)n(CC(=O)OCC)c2ccccc21	1.8	0.0	-2	-1	1	-5	6	2	-2
Cc1ccc(S(=O)(=O)NCC(=O)OCC(=O)Nc2cccc(S(=O)(=O)NC3=NCCCCC3)c2)cc1	-1.4	-0.1	0	0	6	-22	4	-31	-5
CCN(CC)CCn1c(=N)n(CCO)c2ccccc21	-0.9	0.0	-5	-6	2	8	-10	-8	2
COc1ccc(-n2c(SCC(=O)c3ccc[nH]3)nnc2-c2ccccc2)cc1	-6.9	0.7	29	7	-11	-3	1	-6	7
COc1ccc(C(C(=O)NCC2CCCO2)N(C(=O)CNC(=O)c2cccs2)c2ccc(C)cc2)cc1OC (stereo not given)	0.6	-0.1	5	1	-1	6	-1	6	3
COc1ccc(CCn2c(NN)nc3c2c(=O)[nH]c(=O)n3C)cc1	0.8	-0.1	14	7	4	13	7	-3	0
COc1cc(CNc2ccc(N3CCCC3)cc2)ccc1OCc1ccccc1F	0.7	-0.1	-1	7	-6	-3	-11	6	10
O=c1[nH]c2ccccc2n1CCCN1CCCCC1	-1.0	-0.1	4	1	-9	-1	2	14	-2
Cc1ccc(-c2nnc(Oc3cccc(C)c3)c3ccccc23)cc1	1.5	0.2	3	0	1	3	-2	0	0
CC(=O)N1CCN(S(=O)(=O)c2cccc(C(=O)OCc3cccc(F)c3)c2)CC1	-0.3	-0.1	·	·	10	·	7	-1	-1
Cc1c(C(=O)Nc2ccc(Oc3ccccc3)cc2)sc2nc3n(c(=O)c12)CCC3	0.8	0.1	9	-1	8	0	4	-2	-2
(next part)
SMILES	PP5 primary	Efflux pump inh	HCV core dimer	TPT1 inhibitor	procasp7 counter	CTSL1 counter	procasp3 activ	JMJD2C inh	PP1 counter
CCN1C(=O)c2cccc3c(NC(=O)c4ccc(S(=O)(=O)N5CCOCC5)cc4)ccc1c23	1.8	0.2	-32	5	3	1	6	-5	0
COCCn1c(SCC(=O)N2CCCCC2)nc2c([nH]c3ccccc32)c1=O	1.3	0.2	-4	1	-6	-1	-46	-4	-9
Cc1cccc(OCC(=O)N/N=C/c2cc([N+](=O)[O-])ccc2N2CCOCC2)c1	1.4	-20	-4	-1	1	-1	-2	0	-3
COCCNC(=O)/C(C#N)=C/c1ccc(N2CCOCC2)o1	6.4	0.2	-35	157*	-9	6	-12	3	13
Cc1c(Nc2nc(-c3ccc(Cl)cc3)cs2)c(=O)n(-c2ccccc2)n1C	0.4	-2.7	0	2	6	-2	2	-1	-2
CC(NCC1COc2ccccc2O1)C(=O)NCc1ccccc1 (stereo not given)	2.1	-0.1	11	-2	11	-2	6	9	2
CC(C)CNc1cc(N2CCCC2)ccc1[N+](=O)[O-]	1.9	-0.1	0	-2	-11	3	-5	2	4
CN1CCN(S(=O)(=O)c2ccc(N3CCN(c4ccc(O)cc4)CC3)c([N+](=O)[O-])c2)CC1	0.8	0.1	7	-1	-17	5	-5	-1	2
Cc1nnc2ccc(-c3ccc(NC(=O)Cc4cccs4)cc3)nn12	0.3	0.1	56*	-1	1	-2	3	50	2
